Screening results deposited in PubChem BioAssay by several laboratories.
Exocytosis inh = lytic granule exocytosis inhibition; inhibition, % at 10 µM; 0.66% of 360,000 active; TALL-104 LAMP-1 surface exposure, flow cytometry; cells stimulated with thapsigargin and PMA;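 active means inhibition above about 55%, limit read from the data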
CaV13 ICDI inh = Disruptors of the CACNA1D IQ motif to Ca2+-dependent inactivation inhibitor domain association, primary screening, Förster resonance energy transfer in intact living …; 0.098% of 340,000 active; inhibition, % at 12.3 µM; HEK cells, CFP/YFP FRET ICDI-IQ, plate reader, 10 min; percent FRET-ratio fall versus neutral wells;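 active means mean replicate inhibition of at least 30% and at least 1% of replicates passing that level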;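 further: 0% = median of the neutral control wells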
HIF-2a inh = blocks HIF-2a reporter activity; 786-0 RCC cells HIF-2a reporter, luciferase luminescence, overnight; inhibition, % at 18.8 µM; 0.72% of 360,000 active; AID 624352;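 active means inhibition of the luminescence signal of 40% or more relative to plate controls, in a single-dose primary screen at 18.75 µM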
PDI inh = PDI (human) enzyme inhibition; 0.052% of 350,000 active; P07237; inhibition, % at 10 µM; PDI insulin aggregation turbidity, A650, 90 min;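 active means mean inhibition across replicates of 30% or more, whatever share of single replicates reach that level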;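 further: absorbance from insulin aggregation driven by PDI reduction with DTT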
Target sequence (P07237 whole entry, looked up): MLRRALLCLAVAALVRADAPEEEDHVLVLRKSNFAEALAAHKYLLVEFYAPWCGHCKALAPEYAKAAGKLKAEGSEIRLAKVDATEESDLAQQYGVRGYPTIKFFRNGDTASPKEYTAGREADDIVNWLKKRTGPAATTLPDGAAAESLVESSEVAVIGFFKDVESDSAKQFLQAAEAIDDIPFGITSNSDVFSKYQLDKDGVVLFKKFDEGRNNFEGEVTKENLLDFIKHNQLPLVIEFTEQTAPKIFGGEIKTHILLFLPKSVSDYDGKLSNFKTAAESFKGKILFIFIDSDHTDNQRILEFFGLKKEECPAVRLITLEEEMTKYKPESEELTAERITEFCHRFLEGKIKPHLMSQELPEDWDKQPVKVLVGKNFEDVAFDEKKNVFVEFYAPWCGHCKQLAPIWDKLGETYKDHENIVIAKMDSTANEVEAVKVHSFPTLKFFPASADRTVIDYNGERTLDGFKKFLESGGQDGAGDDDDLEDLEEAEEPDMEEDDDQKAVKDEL
TRPM1 prom inh = inhibitors of MITF-driven TRPM1 promoter in melanoma cells; SK-MEL-5 TRPM1 promoter luciferase, 24 h; inhibition, % at 12.5 µM; 0.83% of 330,000 active;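 active means mean inhibition across replicates of 60% or more, whatever share of single replicates reaches that level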; further: values of inactives mirror those of a sister screen read the other way
NR2E3 ag-1 = agonists of human NR2E3 nuclear receptor; Q9Y5X4; CHO-S Gal4-NCOR/VP16-NR2E3 two-hybrid, luciferase; inhibition of corepressor binding, % at 3.98 µM; 0.35% of 360,000 active; AID 602229;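 active means inhibition above the mean of all tested compounds plus 3 SD, cut at about 70% in these data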;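 further: 0% = DMSO with NR2E3 transfected cells and 100% = cells lacking NR2E3 construct; higher means lower luciferase signal from less NR2E3 corepressor binding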
Target sequence (Q9Y5X4 whole entry, looked up, the tested form may be a part): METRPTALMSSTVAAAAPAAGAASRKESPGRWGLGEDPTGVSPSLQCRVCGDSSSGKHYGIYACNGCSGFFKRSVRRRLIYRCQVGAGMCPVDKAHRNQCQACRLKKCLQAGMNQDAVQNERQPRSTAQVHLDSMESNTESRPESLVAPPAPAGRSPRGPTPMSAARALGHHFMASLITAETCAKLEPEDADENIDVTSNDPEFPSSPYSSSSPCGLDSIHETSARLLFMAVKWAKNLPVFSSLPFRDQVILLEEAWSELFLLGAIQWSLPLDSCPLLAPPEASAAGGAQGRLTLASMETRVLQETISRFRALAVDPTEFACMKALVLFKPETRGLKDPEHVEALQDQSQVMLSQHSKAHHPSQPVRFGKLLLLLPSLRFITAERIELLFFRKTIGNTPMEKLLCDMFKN
Peg3 prom inh = reduces Peg3 promoter-driven luciferase expression in HeLa; HeLa PEG-Prom luciferase reporter, luminescence, overnight; inhibition, % at 20 µM; 1.7% of 360,000 active; AID 588405;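 active means inhibition of at least 50% at 20 µM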
aDG glyco up = increases alpha dystroglycan glycosylation; 0.22% of 360,000 active; activation, % at 10 µM; Pro5-aDG cells, alpha-DG glycosylation AlphaScreen (IIH6); 0% Pro5, 100% B10-LARGE cell signal;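 active means activation of at least 8% versus controls, or a plate z-score of at least 8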;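 further: Pro5 are CHO cells carrying HIG-tagged alpha-DG that lacks glycosylation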
iPSC survival up = enhancers of human iPSC single-cell survival | survival enhancement, % at 20 µM | hiPSC single-cell survival, ATPlite luminescence; 100% = ROCK inhibitor wells, 0% = DMSO | 0.044% of 360,000 active; in the data active means survival enhancement above about 18%;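 further: cells exposed to compounds for 16 hours before the ATP read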
Vif imaging = inhibitors of HIV Vif | HEK293T cells, Vif self-association by quenched fluorescence, imaging, 24 h | inhibition, % at 7.49 µM | 0.35% of 340,000 active; in the data active means inhibition above about 50%, passing the limit was not always enough; further: some results filed as inactive read as strong as hits
NR2E3 ag-2 = activates human photoreceptor nuclear receptor NR2E3; Q9Y5X4; GST-NR2E3/biotin-RetCOR TR-FRET, 1536-well; inhibition of corepressor binding, % at 4.78 µM; 0.12% of 320,000 active; AID 2300;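 active means percent inhibition above the cutoff of mean plus 3 SD of all tested compounds, set per screening campaign, cut at about 20% in these data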;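 further: 0% = DMSO wells and 100% = biotin wells as full block of FRET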
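System: GST-tagged NR2E3 plus biotinylated RetCOR corepressor; Buffer or medium: pH 7.5 Tris-based buffer; Probe or stimulus: RetCOR corepressor, biotinylated, 7 nM; Doses: compound at 4.8 µM, single dose; Schedule: 5 h incubation at 4 °C; Technique: time-resolved FRET; Evaluation: percent inhibition of TR-FRET ratio; Replication: one well per compound, singlicate testing.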
The depositor's hits bear a star; / = no result given; & = joins results of further samples. Random draw from the library; 3.5% or so of the library scored in one or more.

SMILES | Exocytosis inh | CaV13 ICDI inh | HIF-2a inh | PDI inh | TRPM1 prom inh | NR2E3 ag-1 | Peg3 prom inh | aDG glyco up | iPSC survival up | Vif imaging | NR2E3 ag-2
CCOc1ccc2[nH]c(=O)c(CN(Cc3ccc(C)cc3)C(=O)N3CCCC3)cc2c1 | 2 | -3 | 11 | -2 | 10 | -24 | 11 | 0.4 | 3.7 | -3 | -3
C=CCSc1nc(Oc2ccccc2)c2sccc2n1 | 3 | -5 | 7 | 8 | -23 | -24 | 18 | 0.1 | -1.7 | 2 | 0
COCCNC(=O)C1(C)CCCN(C(=O)c2ccc(OC)cc2OC)C1 (stereo not given) | 1 | -10 | 3 | 2 | / | -18 | 17 | -0.1 | 2.4 | -1 | /
Cc1cccc(N(CC(=O)Nc2ccc(F)cc2)S(C)(=O)=O)c1 | -4 | -5 | 5 | -4 | -3 | 13 | 21 | 0.0 | 0.5 | -12 | 1
Cc1ccc(C(CC(=O)NCc2ccco2)c2ccc(OC(C)C)cc2)cc1 (stereo not given) | -5 | -5 | 13 | 3 | -4 | 5 | 20 | 0.0 | -0.2 | -9&3 | -3
C=CCNC(=O)c1ccccc1NS(=O)(=O)c1ccccc1 | -3 | -1 | 15 | 16 | 3 | -35 | 7 | -0.3 | 0.0 | -1 | -1
O=C(Nc1ncc(S(=O)(=O)c2ccc([N+](=O)[O-])cc2)s1)c1ccc2ccccc2c1 | 2 | -14 | -99 | 0 | 13 | -38 | 11 | 0.2 | 0.3 | -2 | -3
OC(COc1ccc(OCC(O)CN2CCCCCC2)cc1)CN1CCCCCC1 (stereo not given) | -2 | / | 10 | 0 | -2 | -21 | -18 | 1.1 | -2.4 | 0 | 2
COc1ccc(OC)c(S(=O)(=O)Nc2cccc(C(C)=O)c2)c1 | -2 | -5 | -1 | 0 | 2 | 3 | 0 | -0.1 | 0.4 | -2 | 1
O=C(Nc1nnc(C2=COCCO2)o1)c1ccc(Cc2ccccc2)cc1 | 1 | 9 | 16 | 8 | -4 | -9 | 11 | -0.2 | -0.3 | 5 | 2
CCn1c(CC(=O)Nc2ccccc2)nnc1SCc1nc2ccccc2c(=O)[nH]1 | -4 | 11 | 11 | -1 | 5 | 7 | 21 | -0.1 | -0.3 | -12 | 1
Cc1nn(C)c(C)c1S(=O)(=O)N(CC(=O)N1CCc2ccccc2C1)c1ccc(C(C)C)cc1 | -4 | -6 | 12 | 6 | -12 | -19 | -84 | 0.3 | 3.4 | 15 | 2
O=C(N/C=N/OCc1ccc(Cl)cc1Cl)NOCc1ncc(C(F)(F)F)cc1Cl | -2 | -6 | 28 | -11 | 9 | -32 | 15 | 0.1 | -6.5 | -8 | 2
O=C(N/N=C/c1ccc(F)cc1)c1ccc(Br)cc1 | -2 | -8 | -161 | 0 | -48 | -28 | -106 | 0.0 | -0.9 | -13 | -1
CCOC(=O)/C=c1\s/c(=C\c2ccccc2C)c(=O)n1CC(=O)NCc1ccc2c(c1)OCO2 | 9 | -6 | -7 | -5 | 7 | -64 | 14 | -0.3 | -1.2 | 6 | 0
COc1ccc(CC(=O)Nc2cccnc2)cc1 | -13 | -4 | 5 | -7 | 3 | 12 | 2 | 0.0 | -0.3 | -1 | 2
CCOc1ccccc1NC(=O)CCc1nnc2ccc(N3CCC(C)CC3)nn12 | -1 | -3 | 9 | / | / | 4 | 7 | 0.3 | 4.1 | 43 | 2
COc1ccc(C(CNS(=O)(=O)c2ccccc2)N2CCN(C)CC2)cc1 (stereo not given) | -2 | -6 | -5 | 10 | -3 | -17 | -14 | 0.0 | -0.5 | -7 | 0
FCCCOc1ccc(/C=N/OCc2ccc(Cl)cc2)cc1 | -14 | -1 | -166 | -2 | -30 | -9 | -83 | 0.0 | 0.2 | / | 1
O=C(NCc1ccc2c(c1)OCO2)C1CCCN(S(=O)(=O)c2cccc3cccnc23)C1 (stereo not given) | 5 | 7 | 15 | / | 15 | 5 | 13 | 0.0 | -3.2 | 3 | 1
Cc1ccc(S(=O)(=O)CCC(=O)Nc2ccccc2C)cc1 | 3 | -4 | 10 | 12 | 2 | 1 | 2 | 0.0 | 1.2 | -8 | -1
CCOC(=O)c1c(-c2ccc(F)cc2)cn2ccccc12 | 3 | -5 | -7 | -6 | -16 | 9 | 11 | 0.0 | -2.0 | 5 | 3
CCOc1ccc(-n2c(-c3ccco3)n[nH]c2=S)cc1 | -1 | 0 | 13 | 0 | -5 | 6 | -3 | 0.1 | -1.7 | 12 | 0
O=C(CN1C(=O)NC(Cc2c[nH]c3ccccc23)C1=O)Nc1cccc(S(=O)(=O)N2CCCCCC2)c1 (stereo not given) | -1 | -5 | 3 | 3 | 13 | -30 | 19 | -0.1 | 1.7 | 2 | 5
COCCNCC(=O)NCC12CC3CC(CC(C3)C1)C2 | -2 | / | 18 | 6 | 8 | -2 | -5 | -0.2 | -0.6 | 23 | 4

(continued)
SMILES | Exocytosis inh | CaV13 ICDI inh | HIF-2a inh | PDI inh | TRPM1 prom inh | NR2E3 ag-1 | Peg3 prom inh | aDG glyco up | iPSC survival up | Vif imaging | NR2E3 ag-2
Cc1c(C(=O)Nc2ccc(Nc3ccccc3)cc2)cccc1[N+](=O)[O-] | 21 | -4 | -4 | 7 | 6 | -24 | 0 | 0.4 | 0.1 | 1 | 0
COc1ccc([N+](=O)[O-])cc1/C=N/NC(=O)/C(=C\c1cccs1)NC(=O)c1ccccc1 | 2 | -4 | 20 | -11 | 10 | -16 | 2 | 0.0 | 2.0 | 19 | -1
Cc1ccc(C(O)c2ncc(-c3ccccc3C)[nH]2)cc1 (stereo not given) | -2 | -6 | -114 | 1 | / | -1 | -77 | 0.9 | 1.1 | 6 | /
Cc1cccc(N(C)S(=O)(=O)c2cc3c(cc2C)n(C)c(=O)c(=O)n3C)c1 | 21 | -2 | 10 | / | -3 | -24 | -13 | 0.0 | -0.5 | 1 | -1
Cc1cc(-c2n[nH]c(=S)n2-c2ccccc2C)cs1 | -3 | -5 | -12 | 2 | 9 | -17 | -1 | 0.2 | -0.7 | -11 | 3
Cc1ccc(C(=O)O/N=C/c2ccc3c(c2)OCO3)cc1 | 33 | -5 | -102 | -13 | -11 | -9 | -15 | -0.2 | -0.3 | -3 | 4
O=C(Nc1c2c(nn1-c1ccccc1)CS(=O)C2)c1ccco1 (stereo not given) | -1 | -9 | 11 | 12 | 6 | -9 | 7 | 0.0 | -0.5 | -4 | -1
CCN(CC(=O)NC1CCCC1)S(=O)(=O)c1ccc(F)cc1 | 4 | -4 | 13 | 9 | -17 | -26 | 4 | -0.1 | -0.5 | 15 | 4
CCS(=O)(=O)N1Cc2ccccc2CC1C(=O)Nc1ccc(OC)cc1OC (stereo not given) | 6 | -20 | -9 | -7 | -3 | 1 | -2 | -0.1 | 0.1 | -6 | -2
O=C(COc1ccc(F)cc1)c1ccc2c(c1)CCCC2 | -3 | -5 | -192 | -10 | -80 | -176 | -328 | -0.1 | -2.7 | -3 | -2
CC1CCCCC1NC(=O)COC(=O)c1ccc([N+](=O)[O-])o1 (stereo not given) | 0 | -7 | 7 | -1 | 9 | -14 | 16 | 0.2 | -0.1 | -3 | /
CCN(CC)c1ccc(C2C(C(C)=O)C(=O)CC(C)(O)C2C(C)=O)cc1 (stereo not given) | -1 | / | -2 | 0 | 4 | -24 | 21 | -0.1 | -2.2 | / | -4
COc1cccc(NC(=O)c2cc(-c3ccco3)nc3ccccc23)c1 | -3 | -9 | 7 | 5 | 5 | -1 | 16 | -0.2 | -0.2 | 0 | 5
CC(=O)c1ccc(NC(=O)NNS(=O)(=O)c2ccc([N+](=O)[O-])cc2)cc1 | 0 | -3 | 13 | -8 | 10 | -20 | 8 | -0.4 | -0.3 | -3 | 3
COc1ccc(NC(=S)NCCCN2CCN(C3CCCCC3)CC2)cc1 | 5 | -3 | 5 | 4 | 10 | -15 | 2 | -0.3 | -0.6 | -11 | 1
CNC(=O)c1c(C)nc(SCC(=O)NCc2ccc(OC)cc2)c(C#N)c1-c1ccco1 | -3 | / | 11 | -2 | 1 | 2 | 16 | -0.1 | -1.9 | 4 | -1
CCOC(=O)C1=CNS(=O)(=O)NC1c1cccc(O)c1 (stereo not given) | -4 | -5 | -1 | 0 | -5 | 0 | 3 | 0.0 | -1.9 | -6 | /
O=S(=O)(c1ccc2c(c1)C(=NO)c1cc(S(=O)(=O)N3CCCCC3)ccc1-2)N1CCCCC1 | 42 | -6 | 87* | 0 | 88* | -4 | 86* | 0.0 | -2.9 | -37 | 2
O=C(Nc1ccc(F)cc1)Nc1nnc(-c2ccccc2)o1 | -2 | -8 | 9 | -4 | -8 | -24 | -19 | 0.0 | -0.9 | 6 | 7
O=C(NCc1ccc(F)cc1)c1ccc(CS(=O)(=O)c2ccc(Br)cc2)o1 | 2 | 7 | 10 | 0 | 5 | 38 | 15 | -0.1 | -0.8 | 4 | -2
C=CCn1c(SCCOc2ccccc2)nnc1C(C)NC(=O)c1ccccc1 (stereo not given) | 0 | -3 | 13 | 6 | 14 | -27 | 13 | 0.0 | 2.0 | -3 | 3
CCOc1ccc2nc(/N=C/c3nc(-c4ccccc4)oc3O)sc2c1 | 9 | -5 | -21 | 3 | -17 | 3 | -127 | -0.1 | -0.3 | 0 | 2
O=S(=O)(Nc1ncnc2sc3c(c12)CCC3)c1cc(F)ccc1F | -2 | -5 | 8 | 2 | 8 | -10 | 11 | -0.1 | -0.6 | 3 | -1
CN(c1ccc(C(=O)N2CCCCC2)cc1)S(C)(=O)=O | 4 | -5 | -9 | -6 | -1 | 26 | 19 | -0.1 | -1.3 | -2 | 0
Cc1cc([N+](=O)[O-])nn1CCCC(=O)Nc1sc2c(c1C(N)=O)CCCC2 | 11 | -3 | 13 | -5 | 1 | 3 | 11 | 0.0 | -1.0 | -12 | -4
CC1CCN(S(=O)(=O)c2ccc3c(c2)CCN3C(=O)CCC(=O)O)CC1 | 1 | -10 | 1 | -4 | 3 | -7 | 11 | -0.2 | 4.5 | 6 | 2
N#CCC(=O)NNC(=S)Nc1ccccc1C(F)(F)F | 0 | -6 | 15 | 11 | 21 | 15 | 24 | 0.1 | -0.5 | -6 | -2
CC(C)CC(=O)NC(=S)Nc1ccc(S(=O)(=O)N2CCN(C)CC2)cc1 | -2 | -3 | 12 | 3 | 0 | 8 | 19 | -0.4 | -1.3 | -3 | -2
CCN(CC)C(=O)CSc1nnc(-c2ccccc2)n1-c1ccccc1 | -1 | -4 | 26 | -4 | 7 | -9 | -3 | -0.1 | 1.0 | 9 | 2

Molecules listed so far with a CF3 group, in the order listed:
SMILES | Exocytosis inh | CaV13 ICDI inh | HIF-2a inh | PDI inh | TRPM1 prom inh | NR2E3 ag-1 | Peg3 prom inh | aDG glyco up | iPSC survival up | Vif imaging | NR2E3 ag-2
O=C(N/C=N/OCc1ccc(Cl)cc1Cl)NOCc1ncc(C(F)(F)F)cc1Cl | -2 | -6 | 28 | -11 | 9 | -32 | 15 | 0.1 | -6.5 | -8 | 2
N#CCC(=O)NNC(=S)Nc1ccccc1C(F)(F)F | 0 | -6 | 15 | 11 | 21 | 15 | 24 | 0.1 | -0.5 | -6 | -2
